Screening data: PubChem, National Center for Advancing Translational Sciences (NCATS)
TDP1 inh = inhibitors of human tyrosyl-DNA phosphodiesterase TDP1. Q9NUW8. recombinant TDP1, AlphaScreen DNA substrate cleavage. Potency, µM (highest dose often 130 µM), without a hit: at the highest dose activity change, negative = inhibition, usual class: inhibitors. actives 0.28% (n = 350,000). AID 485290; further: nearly all actives have a fitted effect of over 40% in size
Target sequence (Q9NUW8 whole entry, looked up): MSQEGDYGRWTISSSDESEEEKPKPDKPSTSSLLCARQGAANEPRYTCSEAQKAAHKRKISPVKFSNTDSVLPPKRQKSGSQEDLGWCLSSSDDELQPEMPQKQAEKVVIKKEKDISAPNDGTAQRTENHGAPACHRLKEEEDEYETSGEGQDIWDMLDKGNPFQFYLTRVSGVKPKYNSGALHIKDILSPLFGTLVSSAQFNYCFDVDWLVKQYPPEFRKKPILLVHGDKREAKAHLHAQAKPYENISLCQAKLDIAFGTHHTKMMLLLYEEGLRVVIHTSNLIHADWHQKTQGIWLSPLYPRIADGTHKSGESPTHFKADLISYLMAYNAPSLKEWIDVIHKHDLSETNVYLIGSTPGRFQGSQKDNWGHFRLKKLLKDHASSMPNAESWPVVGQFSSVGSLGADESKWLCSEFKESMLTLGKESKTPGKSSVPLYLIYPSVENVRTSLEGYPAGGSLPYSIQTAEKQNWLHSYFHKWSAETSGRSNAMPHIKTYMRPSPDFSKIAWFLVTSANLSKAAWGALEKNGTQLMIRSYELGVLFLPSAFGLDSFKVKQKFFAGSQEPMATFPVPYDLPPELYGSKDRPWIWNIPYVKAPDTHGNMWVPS
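Tdp1 1 nM final; 15 min RT w/ cpd; substrate 15 nM, 5 min; beads 10 ug/ml, 10 min; AlphaScreen read. Neg ctrl: no enzyme.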
TDP1 cell noCPT = qHTS for Inhibitors of human tyrosyl-DNA phosphodiesterase 1 (TDP1): qHTS in cells in absence of CPT | DT40 Tdp1-/- hTDP1 cells, no CPT, ATP luminescence, 48 h | Potency, µM (doses to about 46.2 µM), without a hit: at the top dose activity change, negative = growth inhibition, usual class: inhibitors | actives 15% (n = 420,000); further: nearly all actives have a fitted effect of over 55% in size
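Camptothecin absent (DMSO only). Human TDP1-complemented DT40 knockout cells, 400 cells/well, 37 °C for minimum 48 hr; ATP measured via CellTiter-Glo, 30 min dark incubation, luminescence.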
TDP1 cell CPT = growth inhibition of DT40 Tdp1-/-;hTDP1 cells with camptothecin (screen for TDP1 inhibitors). chicken DT40 Tdp1-/-;hTDP1 cells + 20 nM CPT, ATP luminescence, 48 h. actives 12% (n = 420,000). Potency, µM (series often up to 46.2 µM), for inactives: at the highest dose activity change, negative = growth inhibition, most hits filed as inhibitors; further: nearly all actives have a fitted effect of over 55% in size
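Cell growth measured by CellTiter-Glo luminescence after a minimum 48 h, 37 C compound exposure with 20 nM CPT in Tdp1-knockout DT40 cells stably expressing hTDP1, seeded 400/well; qHTS titration format.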
Numbers without * were called inactive; ? = inconclusive; . = not tested or not shown; & = joins results of further samples; [ ] = remark or other dose. The call rests on the fitted dose curve; in most records, active means well fitted curve in the direction sought with a large enough effect; inconclusive means small, poorly fitted or top-dose-only effect, or another doubt; inactive means no such curve, though single readings can be large; an effect the other way counts as inactive or inconclusive. On the % scale 0 is the no-effect control and ±100 the full control effect; potency means the concentration at half of the fitted maximal effect. This is a random part of the collection; any-hit rate near 18%.

SMILES | TDP1 inh | TDP1 cell noCPT | TDP1 cell CPT
O=C1CC(c2nc(-c3ccccc3)no2)CN1c1ccc2c(c1)OCCO2 (stereo not given) | 2% | -12% | -10%
Nc1cc(=O)[nH]c(SCC(=O)Nc2ccc(S(=O)(=O)N3CCCC3)cc2)n1 | 3% | 4% | -6%
COc1ccc(CC(=O)NCc2cccs2)cc1OC | 2% | -6% | -14%
CCc1ccccc1NC(=O)[C@H](Cc1ccccc1)N1Cc2ccccc2C1=O | 5% | ? | ?
COCCn1c(=NC(=O)CCS(=O)(=O)c2ccccc2)sc2cc(C(=O)OC)ccc21 | -9% | 17% | 5%
c1csc(-c2cnc3ccccc3n2)c1 | -5% | -11% | -6%
Cc1cccc(NC(=O)CSc2c3c(nc4ccccc24)CCC3)n1 | 1% | ? | ?
Cc1cc(C(=O)OCC(=O)Nc2ccc(F)cc2)c(C)o1 | 5% | -11% | -7%
C[C@@H]1CN([C@H](C)CO)C(=O)CCCn2nncc2CO[C@@H]1CN(C)C(=O)Cc1ccccc1 | . | -5% | -9%
CCOC(=O)c1cc(-c2ccccc2)nn1CC1CC(c2ccc(Cl)cc2)=NO1 (stereo not given) | . | ? | ?
O=S(=O)(c1cccnc1)N1CCCC(Nc2ccc(F)c(F)c2)C1 (stereo not given) | . | ? | ?
CCNC(=O)C1CCCN(c2nc(C)cc(C)n2)C1 (stereo not given) | 0% | 4% | 2%
Cc1oc(-c2ccc(Cl)cc2)nc1CS(=O)CC(=O)NCCc1ccccc1 (stereo not given) | 7% | ? | ?
COc1ccc(CNC(=O)c2sc(=O)n(Cc3ccc(-c4ccccc4)cc3)c2C)cc1OC | . | 12µM* | 12µM*
COc1ccc2c(c1)c(=O)c(C(=O)c1ccc(Cl)cc1)cn2CC(=O)Nc1ccc2c(c1)OCO2 | 6% | -17% | 1%
CCOC(=O)C1=C(C)NC(=O)NC1c1ccc(Br)o1 (stereo not given) | 2% | -13% | 38%[activator]
CN(C)S(=O)(=O)c1ccc(N2CCCC2)c(C(=O)Nc2nc3c(ccc4ccccc43)s2)c1 | 8% | -4% | -13%
Oc1c(Br)cc(Br)cc1CNc1nccs1 | . | -7% | -21%
O=C(c1cccc(-n2cccc2)c1)N1CCN(S(=O)(=O)c2ccccc2Br)CC1 | 8% | ? | -22%
c1ccc(-c2cnc(-c3cccnc3)o2)cc1 | 2% | -19% | ?
COc1cccc(COC(=O)c2ccc(-c3nnn(Cc4ccccc4)n3)cc2)c1 | 1% | -14% | -13%
COc1ccc(-c2cc(=O)c3ccccc3o2)cc1 | 3%[56.1 µM] | ? | ?
CC(C)c1ccc(NC2CCCN(C(=O)CN3CCOC3=O)C2)cc1 (stereo not given) | 5% | -21% | 0%
CC(=O)c1cccc(NC(=O)C(OC(=O)c2cccc(S(=O)(=O)N(C)c3ccccc3)c2)c2ccccc2)c1 (stereo not given) | 0% | ? | 4%
O=C(O)c1ccccc1SCc1csc(-c2ccccc2)n1 | . | -1% | -9%

Gathered by group, the entries above containing sulfur (13)
SMILES | TDP1 inh | TDP1 cell noCPT | TDP1 cell CPT
Nc1cc(=O)[nH]c(SCC(=O)Nc2ccc(S(=O)(=O)N3CCCC3)cc2)n1 | 3% | 4% | -6%
COc1ccc(CC(=O)NCc2cccs2)cc1OC | 2% | -6% | -14%
COCCn1c(=NC(=O)CCS(=O)(=O)c2ccccc2)sc2cc(C(=O)OC)ccc21 | -9% | 17% | 5%
c1csc(-c2cnc3ccccc3n2)c1 | -5% | -11% | -6%
Cc1cccc(NC(=O)CSc2c3c(nc4ccccc24)CCC3)n1 | 1% | ? | ?
O=S(=O)(c1cccnc1)N1CCCC(Nc2ccc(F)c(F)c2)C1 (stereo not given) | . | ? | ?
Cc1oc(-c2ccc(Cl)cc2)nc1CS(=O)CC(=O)NCCc1ccccc1 (stereo not given) | 7% | ? | ?
COc1ccc(CNC(=O)c2sc(=O)n(Cc3ccc(-c4ccccc4)cc3)c2C)cc1OC | . | 12µM* | 12µM*
CN(C)S(=O)(=O)c1ccc(N2CCCC2)c(C(=O)Nc2nc3c(ccc4ccccc43)s2)c1 | 8% | -4% | -13%
Oc1c(Br)cc(Br)cc1CNc1nccs1 | . | -7% | -21%
O=C(c1cccc(-n2cccc2)c1)N1CCN(S(=O)(=O)c2ccccc2Br)CC1 | 8% | ? | -22%
CC(=O)c1cccc(NC(=O)C(OC(=O)c2cccc(S(=O)(=O)N(C)c3ccccc3)c2)c2ccccc2)c1 (stereo not given) | 0% | ? | 4%
O=C(O)c1ccccc1SCc1csc(-c2ccccc2)n1 | . | -1% | -9%

Other entries.
SMILES | TDP1 inh | TDP1 cell noCPT | TDP1 cell CPT
Cc1nnc(SCCCCSc2nnc(C)c(=O)[nH]2)[nH]c1=O | -5% | -4% | -2%
CC(C)CCNC(=O)C(c1ccco1)N(C(=O)Cn1nnc2ccccc21)c1ccc2c(c1)OCO2 (stereo not given) | -2% | ? | ?
CCOc1ccc(CCNC(=O)Cn2cccc2C(=O)c2ccccc2C)cc1OCC | 5% | ? | ?
Cc1ccc2c(c1)NC(=O)c1cccnc1N2 | 7% | -17% | -11%
COc1ccc(NC(=O)N(Cc2cc3ccc(OC)cc3[nH]c2=O)CC2CCCO2)cc1 (stereo not given) | 3% | 13µM* | 18µM*
CCN(CC)C(c1ccc(F)cc1)c1nnnn1CC1CCCO1 (stereo not given) | 1% | 4% | 2%
O=C(Nc1ccccc1)c1ccccc1NC(=O)c1ccccc1C(=O)O | . | -11% | 18%
CCCCCCC(C)OC(=O)Nc1cccc2ccccc12 (stereo not given) | -13% | ? | -2%
Cc1cc(C)n2nc(SCC3COc4ccccc4O3)nc2n1 (stereo not given) | 4% | -18% | -9%
O=C(CCC(C(=O)O)N1C(=O)c2ccccc2C1=O)Nc1ccccc1 (stereo not given) | . | 3% | -12%
CCCn1c(SCC(=O)NC2CC2)nnc1-c1cccs1 | 2% | 22% | 0%
O=C(NCCc1ccccn1)C1CCN(S(=O)(=O)c2ccc(Cl)cc2)CC1 | 2% | -2% | 6%
CCC/C(=C1/c2ccccc2C(=O)N1c1ccccc1)c1cnc(OC)nc1 | 3% | -84% | ?
COc1ccc(OC)c(CN2C(=O)c3ccccc3C2c2nnnn2Cc2ccccc2)c1 (stereo not given) | . | 21µM* | ?
O=C(c1cc([N+](=O)[O-])ccc1Cl)N1CCN(Cc2ccccc2)CC1 | 7% | -9% | -10%
Cc1ccnn1CC(=O)N/N=C/c1ccc2c(c1)OCO2 | 5% | -4% | -26%
COc1cc(CN(C(=O)c2ccccc2Br)c2ccccn2)cc(OC)c1OC | 3% | 13µM* | 18µM*
Cn1c(=O)c2cc(NC(=S)NCc3ccccc3F)ccc2n1Cc1ccccc1 | . | 15µM* | 16µM*
CC(=O)/C(=C\N(C)C)Sc1ccc(Cl)cc1 | 4% | -9% | 12%
Cc1cccc(NC(=O)CN2C(=O)C3(SCC(=O)N3c3ccccc3)c3ccccc32)c1 (stereo not given) | 5% | ? | 23µM*
Cc1nc2scc(C)n2c(=O)c1S(=O)(=O)Nc1ccc(N2CCOCC2)cc1 | 0%&0% | ? | -9%&-7%
O=C(NCCCc1ccccc1)c1cccc(NC(=O)C2CCCC2)c1 | . | -17% | 7%
O=C(Nc1ccc(-c2nc3ccccc3[nH]2)cc1)C1CCCN(Cc2ccn[nH]2)C1 (stereo not given) | . | ? | ?
Cc1cc(C)c2nc(NC(=O)c3ccc(S(=O)(=O)N4CCc5ccccc54)cc3)sc2c1 | 2% | -21% | -16%
Cc1cc(C)n2nc(C(=O)OCC(=O)NNC(=O)c3ccc(Cl)cc3)nc2n1 | . | -17% | 6%
(continued)
SMILES | TDP1 inh | TDP1 cell noCPT | TDP1 cell CPT
CCC1Cc2c(nc(N)c3c(N)nc(N4CCOCC4)c(C#N)c23)O1 (stereo not given) | 0% | ? | ?
COc1cccc(C(=O)NC(=O)Nc2cc(C)[nH]n2)c1 | 2% | -2% | 8%
Cc1cccc(CSC2=NCCN2C(=O)c2ccc(Br)o2)c1 | 0% | -2% | 3%
Cc1nc2cnc(Nc3ccccc3)nc2n(Cc2cccs2)c1=O | . | ? | ?
Cc1cccc(C)c1NC(=O)COC(=O)c1ccc2[nH]c3c(c2c1)CCCC3 | 6% | ? | ?
C[C@H](NS(=O)(=O)c1ccc2c(c1)OCCCO2)C(=O)N1CCN(c2ccc(F)cc2)CC1 | . | 2% | ?
O=C(CCNC(=O)c1ccccc1)NNC(=O)COc1ccccc1Cl | 2% | -1% | -3%
COc1ccccc1C(=O)Nc1cccc(C(=O)OCc2cc(=O)n3nc(C4CC4)sc3n2)c1 | 4% | ? | 0%
C/C(N)=C(/C#N)C(=O)COC(=O)C1CCN(C(=O)c2ccc(Cl)cc2)CC1 | 6% | -30% | 2%
COc1ccc(-c2n[nH]c(=S)n2-c2ccc(C)cc2)cc1 | 8% | ? | ?
CCN(CC(=O)NCc1ccc(F)cc1)C(=O)C1CC1C (stereo not given) | 5% | -10% | 8%
COc1ccc(-c2c(C#N)c(SCC(=O)c3cc4ccccc4oc3=O)nc(C)c2C(=O)Nc2ccccc2)cc1 | 1% | ? | ?
COc1ccc(S(=O)(=O)N(C)CC(=O)N2CCC(C(N)=O)CC2)cc1 | 7% | 0% | 0%
CC(=O)Nc1cccc(-c2nnc3n2CC(C)S3)c1 (stereo not given) | 2% | -14% | -4%
CCN(CC)S(=O)(=O)c1ccc2oc(C(=O)N3CCCCCC3)c(C)c2c1 | 2% | 9.2µM* | ?
COc1ccc(C(=O)C(C)OC(=O)c2cccc(S(=O)(=O)Nc3c(C)n(C)n(-c4ccccc4)c3=O)c2)cc1 (stereo not given) | 1% | ? | ?
COc1ccc(N2CCN(C(=O)C(NC(=O)c3c(F)cccc3F)C(C)C)CC2)cc1 (stereo not given) | 2% | ? | ?
COc1ccc(CN2CCN(CCc3ccccc3)C(CCO)C2)cc1Cn1cncn1 (stereo not given) | 3% | -14% | -15%
CCn1nccc1C(=O)Nc1ccc(Cl)cn1 | 5% | -21% | -29%
CCOc1ncccc1C(=O)OCC(=O)c1ccc(Br)s1 | -9% | 4.6µM* | ?
COc1ccc(-n2cnc3cc(NCc4ccccn4)ccc32)cc1 | 7% | -18% | -18%
OCCNCc1cc(Br)ccc1OCc1ccc(Cl)cc1Cl | 3% | 9.2µM* | 18µM*
COc1cc(CNCc2ccccn2)ccc1OCc1ccccc1Cl | 6% | ? | ?
O=C(CN1C(=O)NC2(CCOc3ccccc32)C1=O)c1ccc(F)cc1 (stereo not given) | 0% | -8% | 4%
O=S(=O)(c1cccc(-n2cnnn2)c1)N1CCOCC1 | 4% | 4% | 4%
(continued)
SMILES | TDP1 inh | TDP1 cell noCPT | TDP1 cell CPT
CCCOc1ccc(C(=O)N2CCCc3ccccc32)cc1 | 4% | -6% | ?
Cc1ccccc1C(=O)N1CCC(C(=O)O)CC1 | 4% | -13% | -5%
Cn1sc(NC(=O)c2cccc(Cl)c2)nc1=O | 3% | ? | ?
CC(C)C[C@@H](CNCC(=O)[C@H](C)NC(=O)c1[nH]cnc1C(=O)N[C@H](CN)CC(C)C)NC(=O)c1nc[nH]c1C(=O)N[C@@H](C)C(=O)O | . | -6% | -13%
CC(C)(C)C(=O)Nc1ccc2oc(-c3cc(F)c(F)cc3Cl)nc2c1 | -2% | ? | ?
CC(C)(C)CC(C)(C)c1ccc(O)c(-n2nc3ccccc3n2)c1 | . | -3% | -1%
CC(C)N1C(=S)SC(C)(C)C1n1oc(=O)n(-c2cccc(Cl)c2)c1=O (stereo not given) | 1% | 4% | -19%
CC(C)CN(C(=O)CC(C)c1ccccc1)c1c(N)n(Cc2ccccc2)c(=O)[nH]c1=O (stereo not given) | -9% | 5% | -9%
O=C(Nc1ccc(Br)cc1)C1CC=CCC1C(=O)OCC1CCCO1 (stereo not given) | 4% | -3% | -23%
CN(C)CCNCc1ccc(OC2CCCC2)cc1 | 1% | ? | ?
CC(C)(C)C(=O)Nc1ccc(Cl)c(-c2nc3ccccc3[nH]2)c1 | 6% | ? | ?
CC(=O)c1ccc(NC(=O)CCS(=O)(=O)c2ccc3c(c2)n(C)c(=O)c(=O)n3C)cc1 | . | 9% | 7%

Exported as comma-separated lines: part of the list above.
SMILES,TDP1 inh,TDP1 cell noCPT,TDP1 cell CPT
COc1ccc(S(=O)(=O)N(C)CC(=O)N2CCC(C(N)=O)CC2)cc1,7%,0%,0%
CC(=O)Nc1cccc(-c2nnc3n2CC(C)S3)c1 (stereo not given),2%,-14%,-4%
CCN(CC)S(=O)(=O)c1ccc2oc(C(=O)N3CCCCCC3)c(C)c2c1,2%,9.2µM*,?
COc1ccc(C(=O)C(C)OC(=O)c2cccc(S(=O)(=O)Nc3c(C)n(C)n(-c4ccccc4)c3=O)c2)cc1 (stereo not given),1%,?,?
